Source: PubChem (several laboratories)
CD11b adhes enh – increases human CD11b/CD18 adhesion to fibrinogen | AID 1499 | activation, % at 10 µM | P05107+P11215 | K562 CD11b/CD18 adhesion to fibrinogen, ATPlite luminescence | 0.07% of 93,000 active;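 active = 10 µM primary screen giving 50% or more activity, confirmed by 40% or more on retest at that dose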; also: strong numbers were not always called active; reference of the scale not given here
FAK inh – blocks human focal adhesion kinase activity; inhibition, %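 (tested at 7 µM)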; Q05397; biochemical FAK kinase activity assay; 0.84% of 97,000 active; in the data active = inhibition above about 19%;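 also: 0% = DMSO and 100% = reference compound high control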
Target sequence (Q05397 whole entry, looked up): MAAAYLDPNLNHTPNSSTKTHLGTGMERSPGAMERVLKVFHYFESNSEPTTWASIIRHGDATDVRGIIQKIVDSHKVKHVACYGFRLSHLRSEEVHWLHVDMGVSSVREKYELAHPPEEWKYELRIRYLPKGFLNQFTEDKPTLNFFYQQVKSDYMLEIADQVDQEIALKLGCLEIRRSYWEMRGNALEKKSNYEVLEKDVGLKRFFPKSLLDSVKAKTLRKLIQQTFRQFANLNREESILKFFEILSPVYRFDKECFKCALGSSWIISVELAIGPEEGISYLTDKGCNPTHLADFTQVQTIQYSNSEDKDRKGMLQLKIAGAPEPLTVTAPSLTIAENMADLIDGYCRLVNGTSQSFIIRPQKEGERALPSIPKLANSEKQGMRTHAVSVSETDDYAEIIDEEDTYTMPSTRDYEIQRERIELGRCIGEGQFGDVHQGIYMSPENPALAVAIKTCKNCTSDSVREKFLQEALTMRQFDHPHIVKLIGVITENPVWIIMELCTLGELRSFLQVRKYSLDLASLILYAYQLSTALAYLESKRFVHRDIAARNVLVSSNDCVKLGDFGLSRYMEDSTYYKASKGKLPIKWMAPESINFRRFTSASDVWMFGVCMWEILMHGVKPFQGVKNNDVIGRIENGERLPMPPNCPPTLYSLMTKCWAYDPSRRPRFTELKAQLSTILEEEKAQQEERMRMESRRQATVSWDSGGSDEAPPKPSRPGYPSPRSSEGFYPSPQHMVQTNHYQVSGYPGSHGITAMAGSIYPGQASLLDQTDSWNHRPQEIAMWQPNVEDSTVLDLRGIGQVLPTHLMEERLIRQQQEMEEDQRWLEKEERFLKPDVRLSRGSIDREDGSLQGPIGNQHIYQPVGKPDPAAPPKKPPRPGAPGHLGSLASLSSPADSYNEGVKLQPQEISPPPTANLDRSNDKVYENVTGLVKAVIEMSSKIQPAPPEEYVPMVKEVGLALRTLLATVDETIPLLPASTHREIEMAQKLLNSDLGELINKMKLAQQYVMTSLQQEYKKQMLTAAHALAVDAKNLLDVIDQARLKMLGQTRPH
PLAP activator – activators of human placental alkaline phosphatase. P05187. purified PLAP enzyme, luminescent substrate read-out; stronger effect = higher value. activation fold at 20 µM. 1.2% of 96,000 active; in the data active = activation fold above about 2
ERa coact pot – enhances coactivator binding to human estrogen receptor alpha; TR-FRET ERalpha-LBD/SRC-Cy5 coactivator binding, 2 h; 100 = basal binding, no effect; 1.3% of 86,000 active; coactivator binding (% of control), % at 25.6 µM; in the data active = activity above about 200%;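 also: binding measured in presence of low estradiol as agonist stimulus; 0% = peptide alone without receptor and 100% = receptor with peptide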
CD11b adhes inh – CD11b/CD18-fibrinogen binding inhibition. inhibition, % at 10 µM. 0.54% of 93,000 active. AID 1497. K562 CD11b/CD18 adhesion to fibrinogen, ATPlite luminescence; Mn2+ added to activate the integrin. P05107+P11215;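 active = primary inhibition of 50% or more at 10 µM, then 40% or more on retest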; also: some results filed as inactive read as strong as hits
ERa coact inh – ER-alpha (human) coactivator binding inhibition. P03372. TR-FRET ER-alpha LBD / SRC-1 peptide, estradiol-bound. inhibition, % at 25.6 µM. 1.7% of 86,000 active; in the data active = inhibition above about 50%;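 also: 0% = receptor plus peptide control and 100% = peptide only without receptor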
Ecoli WT expand – E. coli BW25113 growth inhibition, expanded screen; 0.15% of 98,000 active; OD600 absorbance; growth inhibition, % at 100 µM;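 active = growth inhibition above about 50% at one test dose, limit read from the data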;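 also: growth measured after 20 h incubation at 37 °C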
ERb coact inh – ER-beta (human) coactivator binding inhibition; Q92731; TR-FRET ER-beta LBD / SRC1-Cy5 peptide binding; receptor agonist-loaded with 1 µM estradiol; inhibition, % at 25.6 µM; 1.3% of 86,000 active; AID 633;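 active = compounds whose percent inhibition of the receptor-coactivator binding signal exceeds about 50% in the single-dose screen, limit read from the data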;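 also: 0% = receptor plus peptide wells without compound and 100% = peptide-only wells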
MT1-MMP txn act – MT1-MMP promoter transcription activation; AID 750; activation factor at 10 µM; HT1080 MT1-MMP promoter luciferase reporter, luminescence, overnight; stronger effect = higher value; 0.16% of 86,000 active;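 active = activation factor of at least 2 for MT1-MMP transcription at 10 µM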
An asterisk follows results filed as active; x = not tested or not shown; [ ] = remark or other dose.

SMILES	CD11b adhes enh	FAK inh	PLAP activator	ERa coact pot	CD11b adhes inh	ERa coact inh	Ecoli WT expand	ERb coact inh	MT1-MMP txn act
CCC(=O)Nc1cccc(NC(=O)c2cc3ccccc3o2)c1	-1	-2	0.8	127	1	-2	0	6	1.3
COc1ccc(S(=O)(=O)N2CCN(CCO)CC2)cc1-c1nnc2c3ccccc3c(C)nn12	-3	x	1.5	122	-2	-2	4	-4	x
Cc1ccc(CCN2CC(C(=O)N3CCN(c4ccc(F)cc4)CC3)CC2=O)cc1 (stereo unspecified)	x	-1	1.3	99	x	-1[fluorescence artefact?]	10	-8	1.1
CC1(C)C(=O)N(OCc2ccccc2)C(C)(C)C(=O)N1OCc1ccccc1	1	1	1	97	-9	-3	-5	1[fluorescence artefact?]	1.1
NCCN1CCN(CCN)CC1	x	-1	1	106	x	-12	3	-1	1.1
CCc1nc(N2CCCC2)c(C#N)c2c1CCCC2	1	-1	0.9	118	0	-8	-7	-6	1.1
CCCCCCCCOC(=O)c1ccc(N)cc1	x	1	x	87	x	0	x	-3	1.1
Cc1[nH]c2ccccc2c1SCC(=O)O	x	-2	x	104[fluorescence artefact?]	x	-23	x	-12	1.4
Cc1[nH]n(C(C)(C)C)c(=O)c1Sc1ccc(Cl)cc1	18	7	1	111	18	-6	-8	-9	0.9
Cn1c(=O)c2c([nH]c(=O)n2C)n(C)c1=O	x	-1	x	69	x	-2	0	2	1.1
Cc1nc2oc(C(=O)c3ccccc3)c(N)c2c2c1COC(C)(C)C2	x	2	x	96	x	7	-13	5	1
Cc1ccc2nc(Nc3ccc4[nH]c(=O)[nH]c4c3)c(-n3nc(C)cc3C)nc2c1	30	-1	0.8	x	0	x	-5	x	1.3
CCC(=O)n1nc(NCc2ccc(OC)c(OC)c2)nc1NCc1ccc(OC)c(OC)c1	0	1	1.5	109	32	-4	-15	-1	1.1
Cc1cccc(N(C(=O)c2sc(C)nc2C)C(C(=O)NCc2ccco2)c2ccccc2)c1 (stereo unspecified)	-1	-2	1.5	x	-11	x	-7	x	x
Cc1ccn(C(CC(=O)c2ccc(Br)cc2)C(=O)O)n1 (stereo unspecified)	-2	-1	1	93	23	3	8	-6	1.1
CCOC(=O)C(C)Oc1cccc2c(=O)n(CC(=O)N3CCc4ccccc43)ccc12 (stereo unspecified)	-1	1	1.2	100	-42	5	-6	3	1
COc1ccc(CCNC(=O)NC2CCCCC2)cc1	x	-2	x	111	x	-13	x	-3	1.3
CN(C)CCOc1nc(-c2ccccc2)nc2c1oc1ccccc12	-3	-2	1.5	88	21	-3	-10	-4	1
O=C1CN(C(=O)COC(=O)C23CC4CC(CC(O)(C4)C2)C3)c2ccccc2N1	4	-1	1.3	103	0	0	7	5	1.1
O=C(NC(=S)Nc1ccc(N2CCCCC2)cc1)c1cccs1	3	2	1	x	-2	x	-16	x	x
S=c1[nH]c2ncccc2o1	-1	-5	0.9	124	-3	-2	-5	3[fluorescence artefact?]	1
COc1cccc(C2(O)CCN(C(=O)Cc3cccnc3)CC2)c1	x	-2	1.1	102	x	-5	1	-10[fluorescence artefact?]	1.1
CCOc1ccc(S(=O)(=O)NN)cc1	1	1	1	x	5	x	5	x	x
N/C(=N\OC(=O)c1ccc(Cl)cc1)c1ccccn1	-1	0	0.9	x	14	x	4	x	x
CCOc1ccc(C(=O)Nc2ccc(NC(=O)c3ccco3)c(Cl)c2)cc1Br	14	-17	1	x	10	x	-2	x	x
CC1CN(C(=O)c2cn3ccccc3n2)CC(C)O1 (stereo unspecified)	2	x	0.9	90	5	-1	14	-4	1.2
CCCCNC(=O)c1nnn(-c2ccccc2)c1N	x	1	x	124	x	1	7	3[fluorescence artefact?]	1.4
CC1Cc2ccccc2N1S(=O)(=O)c1cccc2nsnc12 (stereo unspecified)	8	2	1.7	98	0	30[fluorescence artefact?]	6	17	x
COc1cc(NC(=O)c2ccco2)c(OC)cc1NC(=O)Nc1ccc(Cl)cc1	1	-1	0.9	68	-13	22	-16	12[fluorescence artefact?]	1.1
Cc1ccc(S(=O)(=O)NCCCOC(=O)Nc2ccncc2)cc1	-2	3	0.9	110	1	0[fluorescence artefact?]	3	-7	1.2
CCOC(=O)c1c(NC(=O)c2cccs2)sc(C)c1CC	-2	-1	1.1	93	11	-3	-4	1	1.1
CC(O)CN(Cc1cccc(Cl)c1)CC(C)O (stereo unspecified)	1	1	1	132[fluorescence artefact?]	18	-2	4	-4[fluorescence artefact?]	1.1
CCOCCCNC(=O)C(NC(=O)c1ccc(=O)[nH]c1)c1ccc(Cl)cc1 (stereo unspecified)	4	-3	1.5	94	-3	6	-2	0	x
CCCCN(C)Cc1c(O)ccc2c(-c3ccccc3)cc(=O)oc12	3	0	1	x	-13	x	7	x	1.1
Clc1nnc2ccc(-c3ccccc3)nn12	-3	x	0.8	96	3	-5	2	-3	1.2
O=S(=O)(c1ccc(F)cc1)N1CCN(Cc2ccccc2C(F)(F)F)CC1	x	x	x	103	x	-5	-20	2	1
CSc1nc(=O)n(-c2ccccc2)c(C)c1C(C)=O	-2	-1	1.1	113	-12	4	3	3[fluorescence artefact?]	1.2
COc1ccc(Cn2nnnc2C(c2ccccc2Cl)N2CCN(C3CCCC3)CC2)cc1 (stereo unspecified)	-2	2	1.7	96	10	-6[fluorescence artefact?]	1	-4[fluorescence artefact?]	1.2
O=C(Nc1ccc(N2CCOCC2)c(Cl)c1)c1cccc(F)c1	-3	4	1.3	106	13	-5	12	-6	0.9
Cc1cc(C)n2[nH]c(=O)c(N=Nc3ccccc3)c2n1	-1	-2	0.8	x	12	x	-2	x	x
Cc1cccc(OCc2nnc(N)s2)c1C	0	0	0.9	x	-3	x	1	x	x
CCOC(=O)c1ccc(-n2ncc(C(=O)OCC)c2N)cc1	0	1	0.9	108	3	-31	7	-12	1.3
NC(=O)C1CCN(C(=O)CSc2nc3ccccc3o2)CC1	4	3	1	92	-23	-12	2	-9	1.1
CCN(CC)C(=O)c1cn(C)c2ccc(S(=O)(=O)N(CC)CC)cc2c1=O	-4	x	1.2	125	4	-11	-9	-5	1.3
CC1CCN(c2c([N+](=O)[O-])nn(-c3ccc4c(c3)OCCO4)[n+]2[O-])CC1	2	-1	0.8	87	-39	0	-14	-3	1.4
CCC(C)NC(=O)CSc1nc2ccsc2c(=O)n1-c1ccc(OC)cc1 (stereo unspecified)	2	0	0.9	98	-1	-1	-9	8	1.2
CCN(CCCNS(=O)(=O)c1ccc2c(c1)oc(=O)n2C)c1cccc(C)c1	-3	x	1.1	120	1	-7	2	-9	1.1
CCOC(=O)c1c(C)c(C(=O)NCc2ccccc2OC)c(C)n1C	1	46*	1.1	90	-6	7	23	7	1.1

Sorted by length of the SMILES (high to low): part of the list above.
SMILES	CD11b adhes enh	FAK inh	PLAP activator	ERa coact pot	CD11b adhes inh	ERa coact inh	Ecoli WT expand	ERb coact inh	MT1-MMP txn act
COc1ccc(Cn2nnnc2C(c2ccccc2Cl)N2CCN(C3CCCC3)CC2)cc1 (stereo unspecified)	-2	2	1.7	96	10	-6[fluorescence artefact?]	1	-4[fluorescence artefact?]	1.2
CCOC(=O)c1ccc(-n2ncc(C(=O)OCC)c2N)cc1	0	1	0.9	108	3	-31	7	-12	1.3
NC(=O)C1CCN(C(=O)CSc2nc3ccccc3o2)CC1	4	3	1	92	-23	-12	2	-9	1.1

The listing continues:
SMILES	CD11b adhes enh	FAK inh	PLAP activator	ERa coact pot	CD11b adhes inh	ERa coact inh	Ecoli WT expand	ERb coact inh	MT1-MMP txn act
O=C(COc1ccc(S(=O)(=O)N2CCCC2)cc1Cl)NC1CC1	x	x	1.2	93	x	-1[fluorescence artefact?]	3	1	1.1
Cc1ccc(CNC(=O)c2coc(=O)c3ccccc23)o1	x	5	1.3	106	x	-15	5	-5[fluorescence artefact?]	1.3
CC(=O)c1cccc(NC(=O)N2CCN(S(C)(=O)=O)CC2)c1	-6	-1	0.8	133	12	5	-2	-5	1.1
NC(=O)CSCc1ccc(Br)cc1	5	-1	1	117[fluorescence artefact?]	-15	-10	16	-6	1.1
CCOC(=O)c1c(N)sc2c1C1CCN2CC1	0	7	1	65[fluorescence artefact?]	-4	5	5	5	1.1
COc1ccccc1OCc1nc2c3c(-c4ccccc4)c(-c4ccccc4)oc3ncn2n1	x	0	x	138	x	8[fluorescence artefact?]	x	11	1.2
Cc1[nH]nc(-c2ccc(OCc3cnn(-c4ccccc4)c3)cc2O)c1Oc1ccccc1F	39	3	1	x	-15	x	-8	x	x
O=C(CCOc1ccccc1)NCc1ccccc1	-3	3	0.8	110	-10	-10	1	-16	1.1
NC(=O)COC(=O)CNC(=O)c1ccc(Cl)cc1	-4	-1	0.8	x	-4	x	14	x	1.3
COc1cccc(CC2CC(=O)N(CCc3ccc4c(c3)OCO4)C2=O)c1 (stereo unspecified)	-2	3	0.9	115	4	-8	-15	-4	1
COC(=O)c1c(NS(=O)(=O)c2ccc(C)cc2)sc2c1CCC(C)C2 (stereo unspecified)	x	0	x	79[fluorescence artefact?]	x	3	x	2	1
N#Cc1ccc(-c2ccccc2)nc1Sc1ccc(F)cc1	2	3	0.9	x	-6	x	-12	x	x
CC(=O)c1cc2c(cc1NC(=O)CN1CCC(Cc3ccccc3)CC1)OCO2	2	-1	0.9	96	6	4	-2	5	1.2
COC(=O)CCCCCCCCC(=O)Nc1nc2ccccc2s1	x	-1	0.9	95	x	6	-1	-7	1.3
Cc1ccc2[nH]c3c(=O)n(CCN4CCOCC4)cnc3c2c1	x	-4	1	94	x	0	7	-12	1.1
CCC(=O)N/N=C(\C)CC(=O)Nc1ccc2ccccc2c1	0	-1	1.2	x	11	x	2	x	x
COc1ccc(OC)c(C2C(C(=O)N(C)C)=C(C)Nc3nc4ccccc4n32)c1 (stereo unspecified)	0	x	1.4	x	-4	x	5	x	1
COc1cccc(-c2nc(OC(C)C)c3ccccc3n2)c1	x	0	1	89	x	-5	8	-12	1.1
COC(=O)c1ccc(CSc2ncnc3c2nnn3-c2ccc(OC)cc2)o1	0	x	1.3	107	13	13	-10	0	1
Cc1ccc(S(=O)(=O)N(C)c2ccc(C(=O)NCC3CCCO3)cc2)cc1 (stereo unspecified)	1	-4	1	92	-1	-5	-5	-4	1.1
CCCCCn1c(CN2CCN(C(=O)OCC)CC2)nc2c1c(=O)[nH]c(=O)n2C	-2	0	1.4	115	-12	-9	4	-11	1.1
CCOC(=O)c1c(-c2cccs2)csc1NC(=O)COC(=O)c1c(C)noc1C	2	4	1.2	125[fluorescence artefact?]	-2	3	-18	6[fluorescence artefact?]	1.1
CC1(C)CC(NC(=O)C23CCC(C)(/C(=N/O)C2)C3(C)C)CC(C)(C)N1 (stereo unspecified)	-1	2	1.1	97	50	-2	x	-7	1.2
CCc1ccc2oc(-c3cccc(NC(=O)c4cccnc4)c3)nc2c1	-4	-3	1.5	126	4	30[fluorescence artefact?]	-7	23	1.4

Compound profiles, as listed above. Values in the order: CD11b adhes enh	FAK inh	PLAP activator	ERa coact pot	CD11b adhes inh	ERa coact inh	Ecoli WT expand	ERb coact inh	MT1-MMP txn act
COC(=O)CCCCCCCCC(=O)Nc1nc2ccccc2s1 reads x	-1	0.9	95	x	6	-1	-7	1.3
Cc1ccc2[nH]c3c(=O)n(CCN4CCOCC4)cnc3c2c1 reads x	-4	1	94	x	0	7	-12	1.1
COC(=O)c1ccc(CSc2ncnc3c2nnn3-c2ccc(OC)cc2)o1 reads 0	x	1.3	107	13	13	-10	0	1
CC1(C)CC(NC(=O)C23CCC(C)(/C(=N/O)C2)C3(C)C)CC(C)(C)N1 (stereo unspecified) reads -1	2	1.1	97	50	-2	x	-7	1.2
COc1cccc(-c2nc(OC(C)C)c3ccccc3n2)c1 reads x	0	1	89	x	-5	8	-12	1.1

Next structures follow.
SMILES	CD11b adhes enh	FAK inh	PLAP activator	ERa coact pot	CD11b adhes inh	ERa coact inh	Ecoli WT expand	ERb coact inh	MT1-MMP txn act
CCN1CCN(CC(=O)Nc2nc3ccc(OC)cc3s2)CC1	-2	3	1	x	1	x	-2	x	x
COc1ccc(C(=O)Cn2c(N3CCOCC3)nc3ccccc32)cc1OC	-2	x	1.4	113	52	-7[fluorescence artefact?]	x	4	1.1
CC(C)(C)c1ccc(CSc2nnc(-c3ccccn3)n2Cc2ccco2)cc1	-4	1	1.7	x	68	x	-23	x	x
COC(=O)C1=C(C)Nc2nnnn2C1c1ccccc1Cl (stereo unspecified)	x	1	x	105	x	-26	x	-23	1.3
